Screening data: PubChem, several laboratories
FXIIa inh 1536: inhibitors of human coagulation factor XIIa; hit rate 0.3% among 220,000; P00748; inhibition, % at 5 µM; purified FXIIa, Boc-QGR-AMC fluorogenic substrate, 2 h; in the data active means inhibition above about 40%;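 further: 0% = enzyme with no compound and 100% = blank without enzyme; many of its hits are not listed in these tables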
FXIa inh 1536: blocks human coagulation factor XIa protease activity; purified FXIa, Boc-Glu-Ala-Arg-AMC fluorogenic substrate; inhibition, % at 5 µM; AID 798; hit rate 0.14% among 220,000;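 active means inhibition of at least 40%; inactive means inhibition below 40%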;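 further: fluorescence of freed AMC excited at 355 nm; 0% = enzyme without compound and 100% = no enzyme blank; many of its hits are not listed in these tables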
eIF4E 4G PPI: inhibitors of eIF4E and eIF4G interaction in translation initiation; AID 782; TR-FRET eIF4E-eIF4GI(517-606) binding, 2 h; inhibition, % at 21.7 µM; hit rate 0.37% among 220,000;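 active means inhibition above about 30%, limit read from the data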;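 further: 0% = full FRET control wells and 100% = background wells lacking eIF4GI fragment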
hK5 inh: inhibitors of human kallikrein 5; Q9Y337; recombinant hK5, fluorogenic AMC substrate cleavage; inhibition, % at 5 µM; hit rate 0.59% among 210,000; AID 873;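 active means inhibition of 40% or more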;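 further: 0% = enzyme controls without compound and 100% = no-enzyme blanks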
Target sequence (Q9Y337 67-293 limits assumed): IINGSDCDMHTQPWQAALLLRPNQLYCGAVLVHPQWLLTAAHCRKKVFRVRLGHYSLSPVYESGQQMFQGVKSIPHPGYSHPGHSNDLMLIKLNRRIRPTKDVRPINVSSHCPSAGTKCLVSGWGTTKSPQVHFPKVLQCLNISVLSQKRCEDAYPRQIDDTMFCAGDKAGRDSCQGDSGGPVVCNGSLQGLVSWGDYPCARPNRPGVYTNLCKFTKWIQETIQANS
MDM2 E3 inh: inhibitors of human Mdm2 E3 ubiquitin ligase; Q00987; cell-based MDM2 ubiquitination luciferase reporter, 2 h; 0 = plate control, 100 = twice control, blank-subtracted; signal enhancement, % at 5 µM; hit rate 0.11% among 210,000;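 active means signal enhancement of 30% or more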;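 further: luminescence tracks abundance of the self-degrading MDM2-luciferase fusion protein; higher signal means inhibition of MDM2 E3 ligase activity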
Target sequence (Q00987 whole entry, looked up, the tested form may be a part): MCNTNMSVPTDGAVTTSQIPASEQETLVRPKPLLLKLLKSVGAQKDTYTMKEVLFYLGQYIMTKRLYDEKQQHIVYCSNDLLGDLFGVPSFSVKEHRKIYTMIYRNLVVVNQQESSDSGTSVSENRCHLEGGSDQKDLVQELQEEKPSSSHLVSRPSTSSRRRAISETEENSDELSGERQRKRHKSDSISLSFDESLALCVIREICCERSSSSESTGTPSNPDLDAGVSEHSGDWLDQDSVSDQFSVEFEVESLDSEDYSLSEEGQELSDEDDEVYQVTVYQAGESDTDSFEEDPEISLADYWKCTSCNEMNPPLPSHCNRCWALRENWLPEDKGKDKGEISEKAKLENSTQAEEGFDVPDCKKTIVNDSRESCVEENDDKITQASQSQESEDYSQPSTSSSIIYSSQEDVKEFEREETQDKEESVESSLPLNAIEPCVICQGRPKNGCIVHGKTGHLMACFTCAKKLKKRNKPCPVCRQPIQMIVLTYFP
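test system = mammalian cells stably expressing self-ubiquitinating, self-degrading MDM2 E3–luciferase fusion | quantity = 2000 cells/well | incubation = cell settling 4 h, compound treatment 2 h, both 37 °C | signal = luminescence with SteadyLite reagent, 15 min at room temperature | evaluation = % enhancement relative to plate controls after blank subtraction | benchmarks = plate controls and plate blanks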
Wee1 stabilizer: inhibitors of human Wee1 degradation; hit rate 1.2% among 220,000; reporter increase, % at 5 µM; AID 1321; P30291; HeLa Luc-Wee1K328M stability, luciferase luminescence; 100% = proteasome inhibitor MG132 effect;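 active means activation above the mean of all tested compounds plus 3 SD, set per screening run, cut at about 8.8% in these data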;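 further: cells exposed to compound for 20 h before luminescence read; 0% = DMSO alone and 100% = MG132 at 30 µM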
Rad51 HR inh: blocks human Rad51 in homologous recombination; hRad51 DNA strand exchange, fluorescence dequenching; inhibition, % at 10 µM; Q06609; AID 1385; hit rate 0.085% among 200,000;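 active means inhibition above 40% at the single screening dose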;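 further: 0% = DMSO control wells and 100% = blanks with heterologous ssDNA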
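Test system: preformed human Rad51 ssDNA filaments; also added: Donor/quencher-labelled 47-bp dsDNA substrate; doses: 10 µM final, single point; times: 37 °C 15-min filament assembly, 30-min compound preincubation, 15-min exchange; detection: FRET fluorescence dequenching, excitation 485 nm, emission 520 nm; read-out basis: Fluorescence-based percent inhibition, control- and blank-normalised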
14-3-3 Bad inh: disrupts binding of bovine 14-3-3 zeta to phospho-Bad peptide | hit rate 0.71% among 220,000 | TR-FRET 14-3-3zeta/Dy647-pBad peptide displacement, 1 h | AID 781 | inhibition, % at 21.7 µM | P63103;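 active means inhibition above about 70%, limit read from the data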;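 further: 0% = full 14-3-3 plus peptide FRET controls and 100% = background without 14-3-3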
Target sequence (P63103 whole entry, looked up): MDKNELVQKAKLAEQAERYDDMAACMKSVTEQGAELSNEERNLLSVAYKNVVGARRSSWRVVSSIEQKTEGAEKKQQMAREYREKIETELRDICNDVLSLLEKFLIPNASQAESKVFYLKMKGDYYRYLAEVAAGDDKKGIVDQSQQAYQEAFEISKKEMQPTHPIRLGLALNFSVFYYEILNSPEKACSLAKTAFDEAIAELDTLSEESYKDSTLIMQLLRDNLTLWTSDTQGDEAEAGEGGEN
p97 inhibitor: human p97 ATPase inhibition; P55072; recombinant p97 ATPase, Kinase-Glo ATP luminescence, 3 h; inhibition, % at 8 µM; hit rate 0.42% among 220,000; AID 1481; in the data active means inhibition above about 15%;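 further: 0% = DMSO vehicle and 100% = wells lacking enzyme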
* hit, by the source's call; / = no result given; [ ] = dose if it differs, or a comment.

Compound	FXIIa inh 1536	FXIa inh 1536	eIF4E 4G PPI	hK5 inh	MDM2 E3 inh	Wee1 stabilizer	Rad51 HR inh	14-3-3 Bad inh	p97 inhibitor
Cc1c(NC(=O)COC(=O)C2CC3C=CC2C3)c(=O)n(-c2ccccc2)n1C (configuration not stated)	16	1	9	-4	5	0	-5	-2	5
COc1cccc(Oc2nc(-c3ccncc3)nc3ccccc23)c1	4	-3	-2	-2	-9	0	26	1	-16
CCSc1nnc(NC(=O)c2cccc3ccccc23)s1	9	-7	-2	-2	-17	-2	-4	-11	0
C/C(CCc1ccco1)=N\NC(=O)CNc1c(Br)cc(Br)cc1Br	7	0	3	/	-8	5	/	-5	2
Cc1[nH]c2ccccc2c1SCC(=O)N1CCC(C)CC1	12	-2	-5	0	-3	2	-3	-11	-6
COc1ccc(/C=N/O)cc1COc1ccc(NC(C)=O)cc1	3	-1	-6	-6	-14	0	-7	0	8
Cc1ccccc1OCc1nnc2n1CC(C)S2 (configuration not stated)	0	-6	1	-6	-10	4	-8	8	1
CCOC(=O)COc1c(OC)cc(Cl)cc1C1Nc2ccccc2C(=O)N1c1ccc(F)cc1 (configuration not stated)	11	0	-7	-53	1	-2	-11	-14	-4
CCOC(=O)N1CCc2c(sc3[nH]c(=S)[nH]c(=S)c23)C1	6	0	-8	-5	-15	-1	12	-1	5
C=CCN1C(=O)/C(=c2\sc3nc(=O)c(Cc4ccc(OC)c(OC)c4)nn3c2=O)c2ccccc21	3	4	0	-8	-6	4	11	-5	14
O=C(c1cc(COc2c(F)cccc2F)on1)N1CCC(c2ccncc2)CC1	12	4	5	/	-20	2	12	-3	2
CCc1ccc(CNCc2ccc(OCC(O)CN(C)Cc3ccccc3)cc2)nc1 (configuration not stated)	8	-2	1	/	-26	1	13	-25	-2
O=C1c2ccccc2C(=O)N1CCCc1nc2ccccc2c(=O)n1CCCn1ccnc1	20	4	-18	-13	8	0	-3	-28[fluorescence artefact?]	4
Cc1ccc(F)cc1NC(=O)CN1CCN(c2ccccn2)CC1	8	-2	0	1	-2	0	/	-2	-1
CCOC(=O)N1CCN(C(=O)CN(c2ccc3c(c2)OCO3)S(C)(=O)=O)CC1	8	0	-1[fluorescence artefact?]	-22	-10	2	3	-6	-4
O=C(Nc1ccccc1)Nc1nc(-c2ccc(F)cc2)cs1	13	33	0	7	11	1	19	0	3
O=C1CCN(CCc2ccccc2)CCN1CCSc1ccc(Br)cc1	11	2	-5	0	-8	/	-1	-6	/
Cc1ccc(NC(=S)N(CCN(C)C)Cc2cccs2)cc1C	2	-5	1	0	-14	3	-4	-8	-6
COc1ccc(C(=O)C2CCCN(C(=O)COc3ccc(C(C)=O)cc3)C2)cc1F (configuration not stated)	3	-9	-3	-6	-2	0	-1	-13	2
CC1CCN(c2c(NCC3CCC(C(=O)NCCC4=CCCCC4)CC3)c(=O)c2=O)CC1 (configuration not stated)	19	22	-7	15	-7	5	/	0	-9
CCOc1ccc2nc(COC(=O)c3cccs3)c(C(=O)c3ccccc3)[n+]([O-])c2c1	5	8	0	-3	-11	-3	0	5	5
O=C(N/N=C/c1cc(Br)ccc1O)c1ccncc1	-2	0	-2	-4	-7	-1	-18	-8	1
O=C(NNC(=S)NC(=O)c1ccccc1[N+](=O)[O-])c1ccccc1[N+](=O)[O-]	6	-6	9	-59	-17	0	-7	-10	2
CC1(C)SC(=S)N(NC(=O)Nc2cccc3ccccc23)C1N(O)C(=O)Nc1ccccc1 (configuration not stated)	2	-6	1	-21	-12	2	-3	1	4
O=C(Nc1cccc(S(=O)(=O)C(F)F)c1)c1ccc(S(=O)(=O)N2CCCCC2)cc1	2	-3	-1	-10	-7	2	6	2	-4
CCCOc1ccc(C2C(=O)N(C3CCCCC3)CC(=O)N2C2CC2)cc1OC (configuration not stated)	22	2	-4	0	-5	-2	-5	0	-4
COc1cc(S(=O)(=O)N2CCN(Cc3ccc4c(c3)OCO4)CC2)c(C)cc1C	14	6	-1	-8	-10	0	-2	0	-2
CC/S(C)=N/S(=O)(=O)c1ccc(C)cc1 (configuration not stated)	1	0	2	-11	3	-2	21	14	-3
O=C(/C=C/c1cccc(Br)c1)N1CCN(c2cccc(C(F)(F)F)c2)CC1	10	7	15	-12	7	3	11	5	0
Cc1ccc(CNC(=O)C2CCC(CNc3c(N4CCC(C)CC4)c(=O)c3=O)CC2)cc1 (configuration not stated)	3	-3	-2	0	-5	-1	24	1	-8

Molecules from the list above containing a thiophene ring, fused or not (3):
Compound	FXIIa inh 1536	FXIa inh 1536	eIF4E 4G PPI	hK5 inh	MDM2 E3 inh	Wee1 stabilizer	Rad51 HR inh	14-3-3 Bad inh	p97 inhibitor
CCOC(=O)N1CCc2c(sc3[nH]c(=S)[nH]c(=S)c23)C1	6	0	-8	-5	-15	-1	12	-1	5
Cc1ccc(NC(=S)N(CCN(C)C)Cc2cccs2)cc1C	2	-5	1	0	-14	3	-4	-8	-6
CCOc1ccc2nc(COC(=O)c3cccs3)c(C(=O)c3ccccc3)[n+]([O-])c2c1	5	8	0	-3	-11	-3	0	5	5

Continued:
Compound	FXIIa inh 1536	FXIa inh 1536	eIF4E 4G PPI	hK5 inh	MDM2 E3 inh	Wee1 stabilizer	Rad51 HR inh	14-3-3 Bad inh	p97 inhibitor
CCC(CC)NC(=O)Nc1ccc(F)c(Cl)c1	0	8	-2	1	1	3	-1	7	3
CCCC(=O)Nc1nc2c(C)c(Cl)ccc2s1	7	-1	-7	1	-14	5	/	3	1
CCn1cc(-c2cc(C(=O)O)c3ccccc3n2)cn1	8	-4	6	-24	-23	1	9	14	-13
CCCOC(=O)c1cccc(NC(=O)COc2ccc([N+](=O)[O-])cc2)c1	13	8	-4	-10	-3	4	24	3	1
Cc1ccc(C(=O)N/N=C2\CC3CC=CC23)c(C)c1 (configuration not stated)	11	0	-2	2	-15	8	2	-1	1
Cc1ccc2nc(C3CCN(C(=O)c4ccco4)CC3)[nH]c2c1	4	-1	-5[fluorescence artefact?]	-28	8	-5	1	61[fluorescence artefact?]	6
O=C(CSc1nc2ccccc2c(=O)n1-c1ccc(F)cc1)Nc1ccc2c(c1)CCC2	5	-1	6	-14	8	0	6	-27[fluorescence artefact?]	-4
Cc1cc(N)c2ccccc2n1	7	-4	2	1	-8	-2	-4	-5	4
CC1Sc2ccc(C(=O)O)cc2NC1=O (configuration not stated)	17	4	1	-1	-19	-1	0	-2[fluorescence artefact?]	-4
O=C(Oc1ccc(/C=N/Nc2ccccc2)cc1)c1ccccc1	18	14	-7	3	1	-1	-4	-7	3
CC(=O)c1ccc(N2CCN(C(=O)/C=C/c3ccc(S(=O)(=O)NCc4ccco4)cc3)CC2)cc1	12	2	-3	-6	-5	10*	-18	6	-2
CC(=O)Nn1cc2c(c1-c1ccccc1)c(=O)n(C)c(=O)n2C	6	0	2	2	19	-1	-2	-3	-2
Cc1ccc(/C=C/C(=O)OCC(=O)NC(C)C)o1	2	-4	6	-8	-2	-2	7	-15	7
Cc1ccc(S(=O)(=O)CNC(=S)c2cccc(Cl)c2)cc1	9	2	-1[fluorescence artefact?]	-2	-8	-2	8	1[fluorescence artefact?]	7
Cc1nn(Cc2ccc(Cl)c(Cl)c2)c(C)c1NC(=O)c1cc(-c2ccc3c(c2)OCO3)on1	7	8	-20	-8	3	-2	5	4	6
Cc1cccc(N2CCN(Cc3c(C)n(C)n(-c4ccccc4)c3=O)CC2)c1C	10	5	1	-15	-6	0	-1	22[fluorescence artefact?]	1
Cc1nn(C)c(C)c1/C=C(\C#N)C(N)=O	4	0	12	-20	13	-1	5	-4	4
N=c1c2cn[nH]c2nc(SCC(=O)c2ccc(Br)cc2)n1-c1ccc(Br)cc1	5	-4	-1	-1	-7	-2	-2	2	1
CSC(=Nc1ccccc1)C1=C(O)COC1=O	-1	-6	-2	-19	-8	-2	-8	-6	2
O=C1CCCc2c1nc(-c1ccc([N+](=O)[O-])cc1)n2O	9	14	1	2	-32	-1	-15	1	8
Clc1ccccc1-c1nnc2sc(-c3ccccn3)nn12	19	2	0[fluorescence artefact?]	13	-9	-1	-7	-15	-7
COc1cc2c(cc1OC)-c1cc(OCc3ccccc3Cl)nc(=O)n1CC2	12	18	8	-84	-14	0	-4	17	-5
COc1ccc(OCc2nnc(SCC(=O)c3ccccc3)o2)cc1	6	-4	3	-1	-9	0	-17	6	-6
CC(C)(C)NC(=O)c1cccc(NC(=O)Cc2ccc(Br)cc2)c1	13	2	10	-7	0	5	-2	2	-2
O=S(=O)(CCN1CCSCC1)c1ccc(Cl)cc1	2	-11	2	-5	-5	-1	-8	2	5
O=C(O)c1cc2c(cc1Cl)N1CCCCCC1=NS2(=O)=O	12	-1	4	1	1	1	-8	-19	3
O=C(NC1CCCC1)c1n[nH]c2ccccc12	6	-2	-2	8	-8	-1	6	-8	4
Cc1cccc(C)c1NC(=O)C(NC=O)c1ccccc1 (configuration not stated)	-10	-9	6	8	-18	-2	-5	-6	-1
CC(C)(ONC(=O)Nc1ccccc1Cl)C(=O)O	4	1	3	-1	-6	-1	-23	0	8
COc1ccc([N+](=O)[O-])cc1NC(=S)NC(NC(C)=O)C(Cl)(Cl)Cl (configuration not stated)	6	3	2	4	-7	4	-5	-3	2
COc1ccc(NC(=O)c2ccc3ccccc3n2)cc1S(=O)(=O)N1CCCCC1	13	0	3	-7	-8	3	-14	-6	0
COc1ccc2[nH]c(=O)c(CN(C(=O)NC3CCCCC3)C3CCCC3)cc2c1	11	6	-9	9	10	3	3	9	4
c1ccc(CCn2c(SCc3ccccc3)nnc2-c2ccncc2)cc1	10	6	3	-6	/	5	-14	4[fluorescence artefact?]	0
COc1cccc(NC(=S)N2CCN(C(c3ccccc3)c3ccccc3)CC2)c1	8	3	3	-10	-9	-2	-41	-4	1
CCN(CC)S(=O)(=O)c1ccc(NC(=O)c2cc(=O)[nH]c3ccccc23)cc1	8	-3	-3	2	-3	1	5	-5	1
CCN1CCN(c2ccc(NC(=O)c3cccc4ncccc34)cc2)CC1	4	-2	-1	-15	-11	4	-1	-19[fluorescence artefact?]	8
CCOC(=O)N1CCN(c2cc(=O)n(Cc3ccc(F)cc3)c(=O)[nH]2)CC1	17	11	3	-4	-9	-2	7	-14	3
Cn1c(NC(=O)C(C)(C)Oc2ccc(Cl)cc2)cc(=O)n(C)c1=O	11	2	-1	-4	-14	2	-9	61[fluorescence artefact?]	-1
Cc1cc(=O)oc2cc(OCC(=O)N3CCOCC3)ccc12	33	25	0	-1	-10	1	4	13	4
CSc1ccccc1NC(=O)Nc1cccc(Cl)c1Cl	18	6	-7	-4	-23	1	1	0	-6
CCOCC(=O)Nc1nc2ccc(OCC)cc2s1	-10	-8	3[fluorescence artefact?]	-6	-23	1	-4	5[fluorescence artefact?]	1
Cc1ccc2[nH]c(O)c(N=NC(N)=S)c2c1	13	1	1	-11	-14	1	-6	-8	2
